# Screening data deposited in PubChem by National Center for Advancing Translational Sciences (NCATS).
# IP6K1 inh: inhibitors of human IP6K1 | hit rate 0.81% among 140,000 | IP6K1 kinase, ADP-Glo luminescence, 2 h; active compounds read low | Q92551 | activity change, % (series mostly up to about 58 µM); in the data active = activity change below about -25%
#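 ADP-Glo luminescence measures ADP made by human IP6K1 during a 2 h RT reaction with ATP/IP6 (mix at 1.3 mM/130 uM); top library doses 57.5 and 19.1 uM final.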
# HEK293 viab: cell viability loss counter-screen. HEK-293-SNCA-luc viability, GF-AFC fluorescence, 24 h. Potency, µM (doses to about 57.1 µM), without a hit: at the highest dose activity change, negative = cytotoxicity, usual class: cytotoxic. hit rate 0.12% among 150,000. AID 1671193;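 also: potency is read from the fitted curve at half-maximal effect; 0% = DMSO-treated cells and -100% = medium-only wells without cells; nearly all actives have a fitted effect of over 30% in size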
#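 HEK-293-SNCA-luc cells (1500/well) plated 24 h, then exposed 24 h to a dilution series; GF-AFC added 30 min at 37C, fluorescence 405/540 nm; normalised to medium-only and DMSO wells, Hill fit.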
# SNCA expr inh: inhibitors of alpha-synuclein (SNCA) gene expression; HEK-293 SNCA-luciferase knock-in, luminescence, 24 h; hit rate 0.17% among 140,000; AID 1671194; Potency, µM (series often up to 57.2 µM), inactives show at the top dose activity change, negative = inhibition, most hits filed as inhibitors;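 also: potency is read from the fitted curve at half-maximal effect; plate controls were DMSO cells for no effect and cell-free wells for full effect; nearly all actives have a fitted effect of over 45% in size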
# HEK293 tox: kills HEK 293 cells. HEK 293 viability, ATP luminescence (CellTiter-Glo), 48-72 h. Potency, µM (highest dose often 115 µM), without a hit: top-dose activity change, negative = cytotoxicity, actives largely listed as inhibitors. hit rate 6.6% among 94,000. AID 1345083; also: potency is read from the fitted curve at half-maximal effect; nearly all actives have a fitted effect of over 60% in size
#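 qHTS cytotoxicity; HEK 293, 250 cells/well; compound pinned; 48 or 72 hr, 37 degree Celsius, 5% CO2, 95% humidity; CellTiter-Glo, 10 min RT; luminescence (ATP).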
# GPT2 inhibitor: GPT2 alanine aminotransferase inhibition. Q8TD30. Recombinant GPT2, coupled pyruvate oxidase/HRP Amplex Red fluorescence. Potency, µM (top dose mostly 57.7 µM), without a hit: top-dose activity change, negative = inhibition, most hits filed as inhibitors. hit rate 0.25% among 100,000. AID 1671188; also: potency is read from the fitted curve at half-maximal effect; nearly all actives have a fitted effect of over 60% in size; many of its hits are not listed in these tables
# Target sequence (Q8TD30 whole entry, looked up): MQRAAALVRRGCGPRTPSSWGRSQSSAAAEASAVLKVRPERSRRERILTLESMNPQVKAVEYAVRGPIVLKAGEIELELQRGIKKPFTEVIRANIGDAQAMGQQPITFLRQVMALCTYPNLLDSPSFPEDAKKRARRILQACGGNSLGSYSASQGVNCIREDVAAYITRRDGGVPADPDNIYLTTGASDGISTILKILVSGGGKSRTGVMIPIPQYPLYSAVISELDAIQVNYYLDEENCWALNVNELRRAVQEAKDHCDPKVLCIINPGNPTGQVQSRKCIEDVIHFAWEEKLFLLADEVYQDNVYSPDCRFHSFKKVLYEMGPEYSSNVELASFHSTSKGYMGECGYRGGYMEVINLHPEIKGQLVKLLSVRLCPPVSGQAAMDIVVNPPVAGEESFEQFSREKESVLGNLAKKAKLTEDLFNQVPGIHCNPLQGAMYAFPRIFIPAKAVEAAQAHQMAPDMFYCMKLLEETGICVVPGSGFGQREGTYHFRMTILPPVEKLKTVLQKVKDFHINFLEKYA
#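 Fluorescence of coupled pyruvate oxidase/HRP/Amplex Red system (50uM Amplex, 30 min, dark) reports pyruvate formed by GPT2. Enzyme reaction: 10ng/uL GPT2, 2mM L-alanine, 250uM a-KG, 30 min room temperature, pH 7.5; 50uM AOA control.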
# Luciferase inh: Photinus pyralis luciferase inhibition; purified P. pyralis luciferase, luminescence, biochemical; P08659; AID 1347043; hit rate 2.5% among 76,000; Potency, µM (highest dose often 115 µM), for inactives: at the top dose activity change, negative = inhibition, usual class: inhibitors; also: potency is read from the fitted curve at half-maximal effect; nearly all actives have a fitted effect of over 65% in size
# Target sequence (P08659 whole entry, looked up): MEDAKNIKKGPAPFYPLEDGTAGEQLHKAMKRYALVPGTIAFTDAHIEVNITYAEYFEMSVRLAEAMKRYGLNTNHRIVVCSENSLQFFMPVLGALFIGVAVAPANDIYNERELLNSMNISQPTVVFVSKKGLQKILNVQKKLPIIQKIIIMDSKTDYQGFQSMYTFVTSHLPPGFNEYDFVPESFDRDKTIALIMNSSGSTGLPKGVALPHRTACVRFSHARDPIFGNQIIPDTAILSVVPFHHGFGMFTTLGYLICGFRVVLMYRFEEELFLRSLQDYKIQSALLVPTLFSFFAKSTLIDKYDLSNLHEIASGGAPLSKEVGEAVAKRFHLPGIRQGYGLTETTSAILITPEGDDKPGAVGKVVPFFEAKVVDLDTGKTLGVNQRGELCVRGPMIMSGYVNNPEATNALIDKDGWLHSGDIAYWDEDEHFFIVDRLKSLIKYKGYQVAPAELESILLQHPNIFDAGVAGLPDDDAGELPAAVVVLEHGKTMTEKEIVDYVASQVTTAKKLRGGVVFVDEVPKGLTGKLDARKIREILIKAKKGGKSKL
#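 Purified 10nM P. pyralis luciferase with 10uM D-luciferin and 10uM ATP in 50mM Tris acetate pH 7.5, 10mM Mg acetate, 0.01% Tween-20, 0.05% BSA. qHTS titration; luminescence read by CCD imager.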
# NIH3T3 tox: NIH 3T3 cell cytotoxicity | hit rate 4.3% among 94,000 | Potency, µM (series often up to 96.7 µM), inactives show top-dose activity change, negative = cytotoxicity, hits mostly inhibitors | NIH 3T3 viability, CellTiter-Glo ATP luminescence, 48-72 h; also: potency is read from the fitted curve at half-maximal effect; nearly all actives have a fitted effect of over 55% in size
#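 Mouse fibroblast NIH 3T3 cells, 400 per well, received compound via pintool and were incubated for 48 or 72 hr prior to CellTiter-Glo ATP luminescence measurement.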
# Active calls of the source: *; i = inactive; ? = inconclusive; . = no result given; & = joins results of further samples; [ ] = dose if it differs, or a comment. Unless noted, calls follow the shape of the dose curve; as a rule, active = well fitted curve in the direction sought with a large enough effect; inconclusive = small, poorly fitted or top-dose-only effect, or another doubt; inactive = no such curve, though single readings can be large; an effect the other way counts as inactive or inconclusive. Unless noted, % is scaled to controls: 0 for no effect and ±100 for the full control effect.
SMILES,IP6K1 inh,HEK293 viab,SNCA expr inh,HEK293 tox,GPT2 inhibitor,Luciferase inh,NIH3T3 tox
C[C@@]1(O)CCN(Cc2ccccc2F)C[C@H]1N1CCCC1,18.6,3.8%,-8.8%,?,i,7.5%,-19.8%
COC(=O)c1cc(S(=O)(=O)NCC2CCN(Cc3ccc(C)cc3)CC2)c[nH]1,-3.6,7.8%,-5.9%,.,.,.,.
O=C(NC1C[C@H]2CC[C@@H](C1)N2C(=O)c1cccs1)c1ccncc1 (stereo partly drawn),4.0,-1.9%,-10.8%,i,i,3.1%,-7.3%
Cc1noc(C)c1[S+](=O)([O-])N1CCC(C(=O)N2CCC3(CC2)CC(=O)Nc2ccccc2O3)CC1,24.6,-13.0%,-0.9%,?,i,.,?
CC[C@H]1CN(S(=O)(=O)c2ccccc2)CC[C@H]1CC(=O)O,-5.0,-10.2%[87.6 µM],-8.3%[87.6 µM],?,0.7%[88.5 µM],1.2%[172 µM],-4.5%[174 µM]
CN(C)c1nc2c(c(=O)[nH]1)CCN(Cc1ccc(Br)cc1)CC2,13.6,-1.1%,-3.6%,4.0%,i,10.9%,i
CCCCc1nc2cc(/C=C/C(=O)NO)ccc2n1CCN(CC)CC,8.8,?,.,.,?,.,.
O=C(NCc1cc(F)cc(F)c1)C1(c2ccc(Cl)cc2)CCOCC1,-6.4,-6.7%,-8.9%,?,0.0%,.,?
CCN(CC)S(=O)(=O)c1nnc(NC(=O)COc2ccccc2F)s1,1.8,-1.5%,1.3%,.,.,.,.
COc1ccc(N2CCN(C3=NS(=O)(=O)C(c4cccc(Br)c4)=C3C)CC2)cc1,37.3,3.5%,8.4%,.,.,.,.
COc1cc(CNc2ccc3[nH]c(=O)[nH]c3c2)ccc1OCc1ccc(F)cc1Cl,6.7,-10.0%,86.7%[activator],.,.,.,.
Cc1ccc(C(=O)N2CCC(n3nccc3NC(=O)C3CCOC3)CC2)cc1C (stereo not drawn),-1.8,1.2%,-25.4%,-3.0%,i,-7.7%,-0.3%
Cc1ccc(-c2onc(C)c2C)cc1S(=O)(=O)N1CCC(C)CC1,8.1,4.0%,1.9%,.,.,.,.
COc1ccc(C[C@H](NC(=O)[C@@]2(O)C[C@@H](O)[C@H](O)[C@@H](NC(=O)Nc3ccc(OC(F)(F)F)cc3)C2)C(N)=O)cc1,0.3,2.2%,-17.8%,2.0%,i,-3.5%,i
COCCN1C(=O)Cc2ccccc2C1C(=O)N(C)Cc1ccco1 (stereo not drawn),-21.1,2.9%,-0.2%,-11.1%,i,0.0%,-14.9%
Cc1nc(N2CCCCC2)n(CC(=O)Nc2ccc(Br)cc2F)c(=O)c1C,18.1,5.7%,-6.6%,-1.8%,-2.5%,7.6%,-11.7%
NC(=O)[C@@H]1CN(C(=O)c2ccccc2F)C[C@H]1COc1ccccc1,1.0,-6.9%,?,-2.3%,i,-3.9%,-3.1%
Cn1cccc1C(=O)N[C@@H]1CN(c2ncccn2)C[C@H]1CO,6.9,5.7%,8.1%,?,i,-2.8%,-10.9%
COc1cccc(NC(=O)N[C@H]2C[C@@H](C(=O)N[C@H](Cc3ccccc3)C(N)=O)N(C(=O)C=C(C)C)C2)c1,0.7,-3.8%,12.2%,0.4%,-18.8%,11.5%,4.8%
CNC(=O)c1cc(C2CC2)nc2c1c(C1CCN([S+](=O)([O-])c3ccc(C)cc3)CC1)nn2C,-3.5,.,.,50.1µM*,.,.,?
CCCC(=O)N1CCC(N2CC3CC(C2)[C@H]2CCCC(=O)N2C3)CC1 (stereo partly drawn),7.7,0.4%,19.9%,1.2%,?,-5.1%,i
O=C(NCc1ccc(Cl)cc1)c1ccc(CSCc2cccc(Cl)c2)o1,-13.2,9.6%,15.4%,.,.,.,.
C[C@H]1[C@@H]2[C@@H](O)[C@H]([C@H](C)C(=O)N3CCCCC3)CC[C@@]2(C)CC[C@@H]1NC(=O)c1cncnc1,6.2,-5.7%,28.6%,-24.3%,-21.5%,-3.9%,?
Cc1ccc(C(=O)N2CCC3(CC2)N=C(c2ccc(C)cc2)NO3)cc1,-19.0,-0.7%,26.4%,-16.6%,-2.4%,35.5µM*,-29.2%
Cc1ncccc1C(=O)N1CCC2(CCC(=O)N(CC3CC3)CC2)CC1,13.6,14.0%,-5.1%,4.8%,i,-2.8%,-0.8%
CCc1nncn1C1CCN(S(=O)(=O)c2ccc(Cl)cc2C)CC1,13.2,5.5%,-1.7%,1.5%,-2.8%,.,-6.7%
CC(C(=O)N1CCc2onc(-c3cccc4ccccc34)c2C1)n1ccnc1 (stereo not drawn),8.9,2.0%,-8.6%,?,-9.3%,3.8%,-28.2%
COc1cc2c(cc1OC)C(CNC(=O)CC(C)C)N(C(=O)Nc1cccc(F)c1)CC2 (stereo not drawn),0.6,-15.6%,-3.9%,?,3.8%,-6.4%,-25.7%
CCOc1ccc(/C=C(\C#N)C(=O)Nc2sc3c(c2C(=O)OC)C(C(=O)OC)CC3)cc1OC (stereo not drawn),-29.4*,-4.2%,-11.6%,.,.,.,.
O=C1CC(c2ccccc2)N(C(=O)CNC(=O)c2ccncc2)CCCCCN1 (stereo not drawn),-3.7,-2.9%,-10.9%,0.9%,-14.7%,1.4%,-11.9%

# Whole records as entered above.
# O=C(NC1C[C@H]2CC[C@@H](C1)N2C(=O)c1cccs1)c1ccncc1 (stereo partly drawn) in the list: IP6K1 inh = 4.0; HEK293 viab = -1.9%; SNCA expr inh = -10.8%; HEK293 tox = i; GPT2 inhibitor = i; Luciferase inh = 3.1%; NIH3T3 tox = -7.3%
# Cc1ccc(C(=O)N2CCC3(CC2)N=C(c2ccc(C)cc2)NO3)cc1 in the list: IP6K1 inh = -19.0; HEK293 viab = -0.7%; SNCA expr inh = 26.4%; HEK293 tox = -16.6%; GPT2 inhibitor = -2.4%; Luciferase inh = 35.5µM*; NIH3T3 tox = -29.2%

# (more compounds)
SMILES,IP6K1 inh,HEK293 viab,SNCA expr inh,HEK293 tox,GPT2 inhibitor,Luciferase inh,NIH3T3 tox
O=C(NC1CC1)C1CCCCN1Cc1ccc(-c2cccs2)cc1 (stereo not drawn),3.3,8.5%[12.5 µM],-8.7%,44.7µM*,i,.,?
O=C1CCN(C(=O)Cc2c[nH]c3ccccc23)CCCCCCN1,6.6,8.8%,6.6%,-5.1%,i,-1.5%,-13.0%
CN(C)C[C@@H]1CN(S(C)(=O)=O)C[C@H]1NC(=O)Cc1c(F)cccc1Cl,2.9,3.0%,-7.6%,i,?,-5.3%,i
C[S+](=O)([O-])N1CCC(Cn2ccc3c(N4CCOCC4)nc(-c4cccnc4)cc32)CC1,16.6,0.8%,-7.2%,-18.1%,4.8%,0.3%,7.08µM*
COc1ccc(NC(=O)COCc2cc(-c3ccc4c(c3)OCO4)on2)cc1,-5.6,-4.5%,?,.,.,.,.
COc1ccc(NC(=O)CSc2oc(-c3ccc(C)cc3)nc2S(=O)(=O)c2ccc(C)cc2)c(OC)c1,-12.8,-8.2%,10.1%,.,.,.,.
Cc1ccc(C2=NC(c3ccc(F)cc3)=Nc3ccc(C)cc3N2)cc1,3.6,2.2%,59.4%[activator],.,.,.,.
COc1ccc(-c2nnc(SCCOc3ccccc3C)o2)cc1OC,-14.9,9.5%,37.4%[activator],.,.,.,.
COCCNC(=O)c1nc(-c2cc(Cl)cc(Cl)c2)c2ccccn12,8.8&6.6,3.5%&11.5%,42.0%&39.3%[activator],?,0.3%,-11.3%&-8.0%,?
Cc1oc(-c2cccc(Br)c2)nc1Cn1c(SCc2cccc(F)c2)nc2cccnc21,12.7,10.4%,18.8%,.,.,.,.
O=C(c1ccccc1OCC1CCCN(C(=O)C2CCCC2)C1)N1CCOCC1 (stereo not drawn),26.8,-15.8%,-5.3%,-4.0%,2.4%,.,-24.2%
COc1cc(=O)n2c(c1C(=O)Nc1cc(C(F)(F)F)ccc1Cl)CCCC2,11.8,0.5%,-14.3%,?,-17.9%,-6.5%,-18.8%
O=C(c1c[nH]c2ncccc12)N1CCOCC1,0.0,6.6%[87.6 µM],?,1.7%[230 µM],i,4.4%[230 µM],-1.1%[174 µM]
C=C(C)C1CCC2(C(=O)O)CCC3(C)C(CCC4C5(C)C(C=O)C(O)C(C)(C)C5CCC43C)C12 (stereo not drawn),-12.2,-9.0%[23.9 µM],.,.,3.1%[27.3 µM],.,.

# Laid out differently: 12 of the compounds above
# Fields – IP6K1 inh, HEK293 viab, SNCA expr inh, HEK293 tox, GPT2 inhibitor, Luciferase inh, NIH3T3 tox
CN(C)C[C@@H]1CN(S(C)(=O)=O)C[C@H]1NC(=O)Cc1c(F)cccc1Cl
  2.9, 3.0%, -7.6%, i, ?, -5.3%, i
C[S+](=O)([O-])N1CCC(Cn2ccc3c(N4CCOCC4)nc(-c4cccnc4)cc32)CC1
  16.6, 0.8%, -7.2%, -18.1%, 4.8%, 0.3%, 7.08µM*
COc1ccc(NC(=O)COCc2cc(-c3ccc4c(c3)OCO4)on2)cc1
  -5.6, -4.5%, ?, ., ., ., .
COc1ccc(NC(=O)CSc2oc(-c3ccc(C)cc3)nc2S(=O)(=O)c2ccc(C)cc2)c(OC)c1
  -12.8, -8.2%, 10.1%, ., ., ., .
Cc1ccc(C2=NC(c3ccc(F)cc3)=Nc3ccc(C)cc3N2)cc1
  3.6, 2.2%, 59.4%[activator], ., ., ., .
COc1ccc(-c2nnc(SCCOc3ccccc3C)o2)cc1OC
  -14.9, 9.5%, 37.4%[activator], ., ., ., .
COCCNC(=O)c1nc(-c2cc(Cl)cc(Cl)c2)c2ccccn12
  8.8&6.6, 3.5%&11.5%, 42.0%&39.3%[activator], ?, 0.3%, -11.3%&-8.0%, ?
Cc1oc(-c2cccc(Br)c2)nc1Cn1c(SCc2cccc(F)c2)nc2cccnc21
  12.7, 10.4%, 18.8%, ., ., ., .
O=C(c1ccccc1OCC1CCCN(C(=O)C2CCCC2)C1)N1CCOCC1 (stereo not drawn)
  26.8, -15.8%, -5.3%, -4.0%, 2.4%, ., -24.2%
COc1cc(=O)n2c(c1C(=O)Nc1cc(C(F)(F)F)ccc1Cl)CCCC2
  11.8, 0.5%, -14.3%, ?, -17.9%, -6.5%, -18.8%
O=C(c1c[nH]c2ncccc12)N1CCOCC1
  0.0, 6.6%[87.6 µM], ?, 1.7%[230 µM], i, 4.4%[230 µM], -1.1%[174 µM]
C=C(C)C1CCC2(C(=O)O)CCC3(C)C(CCC4C5(C)C(C=O)C(O)C(C)(C)C5CCC43C)C12 (stereo not drawn)
  -12.2, -9.0%[23.9 µM], ., ., 3.1%[27.3 µM], ., .

# A portion of the library (hit frequency here may not be typical).
